MBNL1 CUG block: qHTS Assay for Inhibitors of MBNL1-poly(CUG) RNA binding; Muscleblind-like protein 1 (Homo sapiens), Q9NR56; TR-FRET MBNL1-His/biotin-(CUG)12 binding, 665/545 ratio; Potency, µM (titrated, usually from 57.5 µM), without a hit: at the highest dose activity change, negative = inhibition, most hits filed as inhibitors; 280,000 tested, 0.036% active; AID 2675, 2010; active = well fitted inhibition curve with a large enough effect in the signal ratio, with a control signal flat, not every such curve was filed as active; inconclusive = small, poorly fitted or top-dose-only effect, or effect the other way, or a change in a side signal; inactive = no such curve, though single readings can be large or run the other way; the % refers to the signal ratio; note: potency is the fitted concentration of half-maximal effect; % is set by controls: 0 for no effect and ±100 for the full control effect
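Compound titration spanned 92 nM–58 uM against the MBNL1-His/biotin-(CUG)12 complex. After 60 min at room temperature with 5 nM streptavidin-XL665 and 0.055 ng/ul terbium anti-His, ratiometric 665/545 nm emission (Ex 340 nm) normalized to controls.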
a7 integrin act: qHTS for Activators of Integrin-Mediated Alleviation for Muscular Dystrophy; alpha7betagal myoblasts, beta-gal FDG fluorescence, 48 h; Potency, µM (doses to about 38.3 µM), inactives show at the highest dose activation, most hits filed as activators; 350,000 tested, 0.064% active;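 note: potency is the fitted concentration of half-maximal effect; 100% = response of the positive control SU9516; nearly all actives have a fitted effect of over 60% in size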
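alpha7betagal+/- myoblasts (passage 13, 250/well) treated 48 h at 37C with compounds at 1:260 dilution of DMSO stock. Lysed, then beta-galactosidase activity read as FDG fluorescence (ex 480/em 540) after 30 min, with pre-read for autofluorescence.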
Mito fusion act: qHTS Assay for Small Molecule Inhibitors of Mitochondrial Division or Activators of Mitochondrial Fusion | S. cerevisiae fusion-defective mutant growth rescue, CellTiterGlo 48 h | Potency, µM (top dose mostly 46.1 µM), for the others: at the top dose growth rescue (activation), most hits filed as activators | 320,000 tested, 0.23% active;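 note: potency is the fitted concentration of half-maximal effect; % of control where 0% means no effect; nearly all actives have a fitted effect of over 45% in size; temperature-sensitive fusion mutants such as fzo1-1 at 37 °C on non-fermentable ethanol glycerol medium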
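Compounds are tested for their ability to restore growth of mitochondrial fusion-defective yeast strains at non-permissive 37C in YPEG medium over 48 hours. Viability is quantified by luciferase luminescence.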
TCR act: Activators of T cell receptors: qHTS campaign | 330,000 tested, under 10 active | primary human leukocytes, anti-CD3, IL-2 HTRF, 48 h | Potency, µM (highest dose often 9.22 µM), without a hit: at the highest dose activation of IL-2 secretion, actives largely listed as activators; note: % of control where 0% means no effect
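Using a-CD3 beads without co-stimulation, primary human leukocytes were exposed to compounds for 48 hr. An HTRF IL-2 kit measured the cytokine, with europium-to-d2 energy transfer producing emission at 665nm upon 320nm excitation.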
CXXC DNA block: qHTS Fluorescence Polarization Assay for Inhibitors of MLL CXXC domain - DNA interaction. Histone-lysine N-methyltransferase 2A (Homo sapiens), Q03164. Potency, µM (titrated, usually from 115 µM), without a hit: at the highest dose activity change, negative = inhibition, actives largely listed as inhibitors. 290,000 tested, 0.037% active. MLL-CXXC / FITC-HOXA9 DNA fluorescence polarization; active = well fitted inhibition curve with a large enough effect in the polarisation, with a control signal flat, not every such curve was filed as active; inconclusive = small, poorly fitted or top-dose-only effect, or effect the other way, or a change in a side signal; inactive = no such curve, though single readings can be large or run the other way; the % refers to the polarisation; note: potency is the fitted concentration of half-maximal effect
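Purified MLL-CXXC (added from a 7 uM solution) was preincubated 5 min at ambient with pinned compounds in 50 mM Tris-HCl pH 7.5, 50 mM NaCl, 1 mM DTT, 0.05% BSA. Fluorescein-labeled HOX-A9 DNA (50 nM solution) followed, 30 min, then polarization read.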
TSHR antagonist: Antagonists of the Thyroid Stimulating Hormone Receptor: HTS campaign; 330,000 tested, 0.2% active; TSHR-expressing cells, TSH-stimulated cAMP HTRF, 2 h; hits give low values; activity change, negative = inhibition, % at 11.5 µM; Thyrotropin receptor (Homo sapiens), P16473;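 active = activity change below a set negative limit, meaning inhibition stronger than a set level, cut at about -70% in these data; inconclusive = activity change between two set negative limits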; note: % is set by controls: 0 for no effect and ±100 for the full control effect
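Cell-based HTRF cAMP assay; TSHR cells + compound, TSH EC80 (4nM final), 2 h, 37 deg C. Lysis with anti-cAMP cryptate and cAMP-d2, 30 min RT, read 665/620 nm.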
ASM inhibitor: Inhibitors of Secretory Acid Sphingomyelinase (S-ASM): qHTS; Potency, µM (series often up to 57.5 µM), for inactives: at the top dose activity change, negative = inhibition, usual class: inhibitors; 340,000 tested, 0.006% active; placental ASM, HMU-PC fluorogenic substrate, 60 min; Sphingomyelin phosphodiesterase (Homo sapiens), P17405; note: potency is the fitted concentration of half-maximal effect
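Human placenta-derived ASM preincubated with compound 10 min at room temperature, then reacted with 9 uM (final) fluorogenic HMU-PC substrate for 60 min at 37 C. Stop solution raises pH to 10; fluorescence read at Ex 386/Em 447 nm.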
A-T KAP1 phos: qHTS Assay for Identifying a Potential Treatment of Ataxia-Telangiectasia | AID 485349, 2010 | […] A-T fibroblasts, KAP-1 phosphorylation AlphaLISA; neocarzinostatin DNA damage 30 min before lysis | Potency, µM (doses to about 57.5 µM), for inactives: top-dose activation, most hits filed as activators | 320,000 tested, 0.19% active; note: potency is the fitted concentration of half-maximal effect; % of control where 0% means no effect; nearly all actives have a fitted effect of over 45% in size
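ATM-like activity read as KAP-1 phosphorylation via AlphaLISA donor/acceptor antibody pairs after lysis and 6 hr at 25C. Cells were ATM-null patient fibroblasts ([…], hTERT), dosed 60 min, then exposed to the DSB inducer NCS for 30 min.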
Menin MLL FP TR: qHTS Assay for Inhibitors Targeting the Menin-MLL Interaction in MLL Related Leukemias: Competition With Texas Red Labeled MLL-derived Mutant Peptide; O00255; Menin + Texas Red MLL mutant peptide, fluorescence polarization; Potency, µM (series often up to 61.6 µM), for the others: at the top dose FP activity change, negative = inhibition, most hits filed as inhibitors; 270,000 tested, 0.23% active; AID 1768, 2009; active = well fitted inhibition curve with a large enough effect in the polarisation, with a control signal flat, not every such curve was filed as active; inconclusive = small, poorly fitted or top-dose-only effect, or effect the other way, or a change in a side signal; inactive = no such curve, though single readings can be large or run the other way; the % refers to the polarisation; note: potency is the fitted concentration of half-maximal effect; % of control where 0% means no effect; many of its hits are not listed in these tables
Target sequence (O00255 whole entry, looked up): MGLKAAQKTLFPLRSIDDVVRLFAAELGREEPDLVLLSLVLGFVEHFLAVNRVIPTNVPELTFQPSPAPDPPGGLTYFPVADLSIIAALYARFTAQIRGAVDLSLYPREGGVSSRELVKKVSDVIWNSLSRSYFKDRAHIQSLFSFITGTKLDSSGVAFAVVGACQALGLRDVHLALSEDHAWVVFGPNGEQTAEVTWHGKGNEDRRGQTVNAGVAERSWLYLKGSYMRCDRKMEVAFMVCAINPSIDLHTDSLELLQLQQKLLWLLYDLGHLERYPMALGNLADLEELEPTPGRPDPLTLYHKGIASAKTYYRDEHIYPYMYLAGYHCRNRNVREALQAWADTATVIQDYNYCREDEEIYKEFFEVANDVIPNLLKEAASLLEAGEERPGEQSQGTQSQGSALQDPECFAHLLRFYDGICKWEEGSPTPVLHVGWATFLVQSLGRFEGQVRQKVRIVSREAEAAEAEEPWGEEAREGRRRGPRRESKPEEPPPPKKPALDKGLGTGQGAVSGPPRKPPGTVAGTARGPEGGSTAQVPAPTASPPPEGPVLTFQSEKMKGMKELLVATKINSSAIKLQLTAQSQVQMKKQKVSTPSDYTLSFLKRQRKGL
PTAP TSG101 blk: qHTS Assay for Iinhibitors of HIV-1 Budding by Blocking the Interaction of PTAP/TSG101. Tumor susceptibility gene 101 protein (Homo sapiens), Q99816. Fluorescence polarization, FITC-PTAP peptide / Tsg101 binding. Potency, µM (top dose mostly 115 µM), for inactives: at the top dose activity change, negative = inhibition, usual class: inhibitors. 340,000 tested, under 10 active. AID 493005, 2010; active = well fitted inhibition curve with a large enough effect in the main read-out, with a control signal flat, not every such curve was filed as active; inconclusive = small, poorly fitted or top-dose-only effect, or effect the other way, or a change in a side signal; inactive = no such curve, though single readings can be large or run the other way; note: potency is the fitted concentration of half-maximal effect; % of control where 0% means no effect
Target sequence (Q99816 whole entry, looked up): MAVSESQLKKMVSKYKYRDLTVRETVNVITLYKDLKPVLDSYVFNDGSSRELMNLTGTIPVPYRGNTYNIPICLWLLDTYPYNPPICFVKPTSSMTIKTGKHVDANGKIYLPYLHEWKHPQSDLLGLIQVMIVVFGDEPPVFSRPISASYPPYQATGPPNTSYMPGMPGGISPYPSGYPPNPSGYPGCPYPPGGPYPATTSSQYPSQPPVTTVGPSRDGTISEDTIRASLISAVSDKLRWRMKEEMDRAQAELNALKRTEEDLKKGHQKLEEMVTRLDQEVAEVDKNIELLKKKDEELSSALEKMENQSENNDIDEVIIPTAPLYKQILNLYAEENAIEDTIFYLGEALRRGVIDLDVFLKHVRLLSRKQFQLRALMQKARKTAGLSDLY
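Compounds were pin-transferred onto Tsg101 binding domain (10 uM final) in HEPES pH 7.5 buffer, then FITC-PTAP peptide was added at 50 nM final. After 20 min at RT, polarization reported peptide displacement across a qHTS concentration series.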
An asterisk follows results filed as active; u = inconclusive; x = no result given; [ ] = another dose, or the depositor's remark. Unless noted, calls come from the whole dose curve; as a rule, active = well fitted curve in the direction sought with a large enough effect; inconclusive = small, poorly fitted or top-dose-only effect, or another doubt; inactive = no such curve, though single readings can be large; an effect the other way counts as inactive or inconclusive. Some of the compounds tested; the hit share may differ from the screen's.

Screens in order – ASM inhibitor | TSHR antagonist | PTAP TSG101 blk | CXXC DNA block | a7 integrin act | A-T KAP1 phos | TCR act | Menin MLL FP TR | MBNL1 CUG block | Mito fusion act
O=C(C1CC(=O)N(c2ccc(F)cc2)C1)N1CCCCC1 (stereo not drawn)
→ 3% | 10 | -3% | 6% | 12% | 15% | 5% | 8% | 3% | -7%
NC(=O)CSc1nnc(Cc2csc(Nc3ccccc3)n2)n1Cc1ccccc1
→ -6% | -14 | -4% | -5% | -51%[inhibitor] | 4% | 3% | 0% | 0% | 1%
O=C(c1cc([N+](=O)[O-])cc([N+](=O)[O-])c1)N1CCOCC1
→ 3% | 9 | -4% | 8% | -16% | 0% | -1%[46.1 µM] | 1% | u | -1%
CCn1nc(NC(=O)C(C)C)c2cc3ccc(C)cc3nc21
→ 335%[activator] | 10 | 4% | 11% | 2% | 24% | -4% | u | -7% | u
S=C(Nc1ccc(Oc2ccccc2)cc1)NC1CCCCC1
→ -2% | u | -1% | 13% | -4% | -5% | 11% | 25% | 8% | u
CCOc1ccccc1C1NC(=O)CCC1[N+](=O)[O-] (stereo not drawn)
→ -1% | 4 | 0% | 5% | -12% | -4% | 1% | 6% | -6% | 0%
COc1cc(C(=O)N/N=C/c2cc([N+](=O)[O-])cs2)cc(OC)c1OC
→ 3% | 6 | -6% | -14% | 24% | -3% | 0%[46.1 µM] | -3% | u | -50%[inhibitor]
COC(=O)c1ccc(CNC(=O)CCC(=O)N2CCOCC2)cc1
→ 0% | -11 | -1% | x | -16% | 3% | 0% | x | x | x
O=C(Nc1ccc(O)c(C(=O)O)c1)c1cccc(NC(=O)c2ccco2)c1
→ -1% | 0 | 1% | -8% | 13% | -5% | -9% | 34%[activator] | -6% | -1%
CCc1ccc(NC(=O)C(=O)NCCOc2ccccc2Cl)cc1
→ -1% | -12 | -4% | -8% | -20% | 2% | 1% | 7% | -2% | -1%
CCOc1ccc(N2CC(C(=O)Nc3ccc(F)cc3F)CC2=O)cc1 (stereo not drawn)
→ 0% | 35 | 1% | 1% | 0% | u | 3% | -6% | -13% | -4%
Cc1cc(C(=O)N2CCN(C(c3ccccc3)c3ccccc3)CC2)no1
→ -6% | -10 | -4% | -3% | 8% | 6% | -1% | -14% | 3% | 8%
COc1ccc(-c2onc(C)c2-c2ccc3c(c2)OCCO3)c(O)c1
→ -6% | 1 | -1% | -2% | -25% | 5% | 6% | 11% | -10% | 9%
CC(=O)c1ccc(N2CCN(C(=O)[C@H](C)NC(=O)c3ccccc3Cl)CC2)cc1
→ 2% | 0 | -3% | 4% | -22% | -2% | 10% | 3% | 3% | 13%
COc1cc(C2CC(=O)Nc3c2c(=O)nc2c(C)cccn32)cc(OC)c1OC (stereo not drawn)
→ 3% | -1 | -4% | u | 0% | 4% | 1% | 12% | -10% | 22%
CN(C)CCCNc1nc(-c2ccccc2)c2c(c1C#N)CC(C)(C)OC2
→ 389%[activator] | 3 | -3% | -2% | -33% | 50% | 6% | x | -5% | -13%
Cc1ccc2nc3c(cc(C(=O)NCc4ccco4)c(=N)n3Cc3ccco3)c(=O)n2c1
→ 331%[activator] | 3 | -10% | 6% | u | 4% | -6% | -3% | u | -1%
O=C(NCc1ccc2c(c1)OCO2)c1ccc(Cl)s1
→ -2% | 7 | -5% | 3% | -1% | 1% | x | 14% | -3% | 7%
NS(=O)(=O)c1ccc(NC(=O)COC(=O)c2ccc(S(=O)(=O)N3CCOCC3)cc2)cc1
→ -4% | 12 | 0% | x | 12% | 3% | 4% | x | x | x
Cc1ccnc(SCCn2c(N3CCN(Cc4ccccc4)CC3)nc3c2c(=O)[nH]c(=O)n3C)n1
→ -1% | 9 | -4% | 0% | -7% | 16% | 1% | 0%[11.7 µM] | 7% | 4%

Two of these compounds, set out differently.
smiles,ASM inhibitor,TSHR antagonist,PTAP TSG101 blk,CXXC DNA block,a7 integrin act,A-T KAP1 phos,TCR act,Menin MLL FP TR,MBNL1 CUG block,Mito fusion act
CCOc1ccc(N2CC(C(=O)Nc3ccc(F)cc3F)CC2=O)cc1 (stereo not drawn),0%,35,1%,1%,0%,u,3%,-6%,-13%,-4%
COc1ccc(-c2onc(C)c2-c2ccc3c(c2)OCCO3)c(O)c1,-6%,1,-1%,-2%,-25%,5%,6%,11%,-10%,9%

Later entries:
Screens in order – ASM inhibitor | TSHR antagonist | PTAP TSG101 blk | CXXC DNA block | a7 integrin act | A-T KAP1 phos | TCR act | Menin MLL FP TR | MBNL1 CUG block | Mito fusion act
Cc1ccc(N(CC(=O)Nc2c(C)n(C)n(-c3ccccc3)c2=O)S(C)(=O)=O)c(C)c1
→ 2% | 0 | -2% | 1% | u | -2% | 4% | -3% | -7% | 1%
C=CCON1C(=O)C(=O)N(OCC=C)[C@H]2CCCC[C@H]21
→ 0% | -2 | -2% | 8% | -2% | 0% | -1% | x | -9% | 0%
COc1cc(C(=O)OCC(=O)c2cc(C)n(CC3CCCO3)c2C)cc(OC)c1C (stereo not drawn)
→ -3% | -10 | 0% | x | -33% | 7% | 7% | x | x | 0%
CC[N+](C)(CC)CCC/C(=N/O)C(O)(c1ccccc1)c1ccccc1
→ 6% | 0 | -1% | 4% | 16% | -31% | 0% | x | -8% | -2%
Cc1ccc(S(=O)(=O)N(C)CC(=O)Nc2ccccc2N2CCCC2)cc1
→ 4% | -5 | -5% | x | 1% | 0% | -4% | x | x | 18%
COc1cc2c(=O)n(CC3CCCO3)c(=O)n(CC(=O)Nc3cccc(Cl)c3)c2cc1OC (stereo not drawn)
→ -4% | -3 | -9% | 8% | 9% | -2% | 16% | 12% | -7% | 2%
Cc1ccc(S(=O)(=O)CCSc2cccc(C(=O)O)c2)cc1
→ -2% | 14 | -1% | -2% | -2% | -8% | 8% | 16% | -11% | 1%
COc1cc(C(=O)NCc2ccco2)c(Br)c(OC)c1OC
→ 6% | 0 | -2% | 0% | -10% | 3% | 8% | 25% | -4% | 0%
CCCn1nc(C(=O)Nc2cccc(C(=O)OC)c2)c2ccccc2c1=O
→ -13% | -15 | -6% | 7% | 17% | -21% | -3% | 4% | 20% | 15%
CC(C)(C)NC(=O)c1ccccc1NC(=O)c1ccc2c(c1)OCO2
→ -3% | 11 | -5% | 0% | -17% | -1% | -3% | -1% | -4% | -1%
O=C(c1ccc(C(F)(F)F)cc1)c1c[nH]c(C(=O)NCCCn2ccnc2)c1
→ 0% | 9 | -9% | -4% | -22% | -4% | 9% | -20% | -4% | -2%
NC(=O)C1CCN(C(=O)c2ccccc2CCc2ccccc2)CC1
→ 0% | -1 | -9% | -16% | 33% | -10% | 6% | -12% | 3% | 0%
Cc1ccc(NC(=O)N2CCCC2C(=O)Nc2ccc3c(c2)OCO3)cc1 (stereo not drawn)
→ -1% | 1 | -1% | 1% | -4% | -6% | -1% | 0% | 0% | 3%
CC1CCC2(CC1)NC(=O)N(CC(=O)NC1CCCCC1C)C2=O (stereo not drawn)
→ 2% | -26 | -6% | x | 18% | 12% | -2% | x | x | x
COc1ccccc1N1CCN(C(=O)c2noc(C)c2[N+](=O)[O-])CC1
→ -4% | 19 | -5% | -13% | -20% | -1% | -1% | x | 4% | 12%
Nc1cc(N)nc(SCC(=O)Nc2ccc3c(c2)OCO3)n1
→ 0% | 14 | -3% | -19% | -4% | 10% | 2% | -12% | -6% | -2%
O=C(COC(=O)c1ccc(NS(=O)(=O)c2ccc3c(c2)OCCO3)cc1)NC1CC1
→ 0% | 3 | 0% | 4% | 8% | 5% | -12% | -6% | -1% | -3%

Assay outcomes deposited in PubChem by National Center for Advancing Translational Sciences (NCATS).
